Epigenetic derep – regulators of epigenetic silencing causing reporter derepression in mouse cells; Potency, µM (titrated, usually from 53.9 µM), for inactives: at the highest dose GFP activation, actives largely listed as activators; murine LDR cells, GFP reporter derepression, 30 h; hit rate 0.2% among 280,000; AID 1865; active means well fitted activation curve with a large enough effect; inconclusive means small, poorly fitted or top-dose-only effect; further: % of control where 0% means no effect; nearly all actives have a fitted effect of over 60% in size
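In this reporter-derepression format, murine cells bearing a silenced integrated CMV-GFP locus incubate with test compound (30 h, 37 C), then are washed and imaged; fluorescent objects of 20–120 um count as induced cells.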
Numbers without * were called inactive; u = inconclusive. Potency means the concentration at half of the fitted maximal effect.

SMILES	Epigenetic derep
CCc1ccc(NC(=O)c2ccc3c(O)c(S(=O)(=O)c4ccccc4)c(=O)[nH]c3c2)cc1	-1.7%
COc1ccc(N2CCN(S(=O)(=O)c3ccc4c(c3)CC(C)N4C(C)=O)CC2)cc1 (stereo not drawn)	-0.2%
COc1cc(NC(=O)c2ccc(NC(=O)N3CCSc4ncccc43)cc2)cc(OC)c1	0.8%
COc1ccc(S(=O)(=O)n2nc(C)c(S(=O)(=O)N3CCCCCC3)c2C)cc1	1.7%
CCC(C)NC(=O)Cn1c(=O)n(-c2ccc(C)c(C)c2)c(=O)c2c(C)c(C(=O)N(CC)CC)sc21 (stereo not drawn)	-1.3%
O=C(NCC(c1ccc2c(c1)OCO2)N1CCN(c2ccccc2)CC1)C(=O)Nc1ccccc1F (stereo not drawn)	2.5%
CCc1cccc(Nc2ncnc3onc(-c4ccc(F)cc4)c23)c1	0.0%
CCOc1cc(-c2nnc(SCC(=O)NCc3ccccc3)nc2-c2ccc(OC)c(OCC)c2)ccc1OC	6.0%
COc1ccc(C2c3c(oc4ccc(C)cc4c3=O)C(=O)N2CCCN2CCOCC2)cc1OC (stereo not drawn)	2.9%
Cc1cccc(-n2ncc(C(=O)N3CCC(C)CC3)c2C2CCN(C(=O)OC(C)(C)C)CC2)c1	-1.3%
COc1ccc(S(=O)(=O)N2CCN(C(=O)c3cc(-c4ccc(Br)cc4)n[nH]3)CC2)cc1OC	0.0%
Cc1ccc(NC(=O)c2sc3nc4n(c(=O)c3c2C)CCCCC4)c(Br)c1	1.1%
CCN(c1ccc(OC)cc1)S(=O)(=O)c1ccc2[nH]c(=O)ccc2c1	0.0%
Cc1cccc(OC(=O)c2cc(-c3ccc(C)c(C)c3)on2)c1	-1.6%
COc1ccc(-n2nc3c(N4CCCC(C(=O)NCCc5ccc(C)cc5)C4)nnc(C)c3c2C)cc1 (stereo not drawn)	-1.6%
Cc1c(C(=O)N2CCC(c3nc4ccccc4s3)CC2)oc2ccc(Cl)cc12	-0.5%
CCOc1ccc(Sc2cc(C(=O)NCCCOC)c3ccccc3n2)cc1	4.1%
CCc1ccccc1NS(=O)(=O)c1ccc(NC(=O)N2CCCC2)cc1	0.0%
CCN1C(=O)C(Cc2nc3ccccc3c(=O)n2C)c2cc(C)ccc21 (stereo not drawn)	1.1%
COC(=O)c1ccc2c(c1)N(Cc1cc(C)ccc1C)C(=O)c1ccccc1S2	-1.7%
COC(=O)c1ccccc1NC(=O)CCCN1C(=O)C(c2ccccc2)Oc2cccnc21 (stereo not drawn)	-2.1%
CCOC(=O)c1ccc(NC(=O)CCS(=O)(=O)c2ccc(C)cc2)cc1	-1.3%
Cc1ccc(N(C)S(=O)(=O)c2ccc3[nH]c4c(c3c2)CCCC4)cc1	-1.2%
COc1cc(-c2ccno2)ccc1S(=O)(=O)N1CCN(c2cccc(Cl)c2)CC1	-1.3%
CCOCCCNC(=O)Nc1cc(C(=O)NCc2ccc(C(C)C)cc2)ccc1N1CCCC1	-2.1%
CCN1c2ccccc2-c2nc(SCC(=O)NCc3ccc(C)cc3)ncc2S1(=O)=O	-0.2%
CCOc1ccccc1C(=O)NCc1ccc2c(c1)CCN2C(=O)c1ccccc1	-0.5%
CCc1ccc(-n2c(=O)c3c(C)c(C(=O)N(C)C)sc3n(Cc3ccccc3F)c2=O)cc1	1.3%
CC(C)COc1ccc(C(=O)NCC2(N3CCN(C)CC3)CCCCC2)cc1	2.7%
O=C(Nc1cc(Cl)cc(Cl)c1)c1ccc(F)c(S(=O)(=O)N2CCCC2)c1	0.0%
COc1cc(CN(C(=O)c2ccc(C)cc2)c2ccccn2)cc(OC)c1OC	0.0%
CCc1ccccc1NC(=O)C(=O)NCC(c1cccnc1)N1CCc2ccccc21 (stereo not drawn)	0.8%
Cc1ccc(N2CC(NC(=O)Cc3ccc(F)cc3)CC2=O)cc1 (stereo not drawn)	2.1%
Cc1ccc2c(c1)C(Cc1ccccc1F)C(=O)N2 (stereo not drawn)	-1.6%
COc1ccc(-c2cc(C(C)=O)c(C)n2CCC(=O)Nc2cccc(C)c2C)cc1	10.5%
Cc1ccc(Nc2ccc3cc(S(=O)(=O)N4CCCCC4)ccc3n2)cc1F	1.7%
CCOc1ccc(CCNC(=O)c2cccc(-n3c(C)nc4cccnc43)c2)cc1	-1.6%
CCc1ccc(NC(=O)C2CCCN2S(=O)(=O)c2ccc3c(c2)CCCC(=O)N3)cc1 (stereo not drawn)	11.3%
CCOc1ccc(NC(=O)NCCc2c(C)nn(C)c2C)cc1	-2.5%
CCc1ccccc1-n1nnc(-c2nc(-c3ccccc3F)no2)c1C	-1.1%
COc1ccccc1CN1CCNC(=O)C1=O	-3.6%
CCOc1ccccc1CNC(=O)C1CCN(C(=O)N2CC(CC)Oc3ccc(C)cc32)CC1 (stereo not drawn)	0.0%
COc1ccc(NC(=O)NCCn2nnc3cc(S(=O)(=O)N(C)C)ccc32)cc1	-2.6%
Cc1cc(C)cc(C(=O)n2nc(C)c(S(=O)(=O)N3CCCCCC3)c2C)c1	-2.5%
CCCCOc1ccc(C(=O)NCC(c2ccc(Cl)cc2)N2CCOCC2)cc1 (stereo not drawn)	-3.2%
COc1ccc2c(c1)c1c(c(=O)n(-c3ccc(F)c(Cl)c3)c(=O)n1CC(N)=O)n2C	-1.5%
Cc1ccccc1C(=O)NCC(c1ccc(N(C)C)cc1)N1CCCC1 (stereo not drawn)	-4.3%
COc1ccc(-c2noc(CSCC(=O)Nc3ccc(C)cc3Br)n2)cc1OC	0.8%
CCCn1c(=O)c2sccc2n2c(CCCC(=O)Nc3ccccc3F)nnc12	-0.1%
Cc1ccc(N2CCN(C(=O)c3c4c(nc5ccccc35)C(=O)N(C3CCCCC3)C4)CC2)c(C)c1	0.8%
CCOc1ccccc1NC(=O)C(C)Sc1nc2c(c(=O)[nH]1)CCCC2 (stereo not drawn)	-2.7%
Cc1cc(C)cc(NC(=O)CSc2nc3sc4c(c3c(=O)[nH]2)CCCC4)c1	-2.3%
Cc1ccc(C)c(CSc2cn(CC(=O)N3CCCCCC3)c3ccccc23)c1	0.4%
Cc1nc(Oc2ccc(F)cc2Cl)c2oc3ccccc3c2n1	0.8%
Cc1ccc(NC(=O)Cn2cnc3c(oc4ccccc43)c2=O)cc1	0.0%
COc1cccc(N2CC(NC(=O)c3cc(Cl)ccc3OC)CC2=O)c1 (stereo not drawn)	-0.7%
CCS(=O)(=O)N1CC(=O)N(c2ccc(Cl)cc2)C(C)(C(=O)NC2CCCCC2)C1 (stereo not drawn)	-1.2%
COc1cc(Cl)c(C)cc1NC(=O)c1ccc(CN2C(=O)CCn3nc(C)cc32)cc1	-0.2%
COc1ccc(C(=O)CCC(=O)Nc2ccc(F)cc2F)cc1	-1.1%
CC(=O)c1ccc(N2CCN(S(=O)(=O)c3cc(-c4noc(C)n4)ccc3C)CC2)cc1	-1.3%

The last 5 entries of the section above open the next one:
SMILES	Epigenetic derep
COc1cccc(N2CC(NC(=O)c3cc(Cl)ccc3OC)CC2=O)c1 (stereo not drawn)	-0.7%
CCS(=O)(=O)N1CC(=O)N(c2ccc(Cl)cc2)C(C)(C(=O)NC2CCCCC2)C1 (stereo not drawn)	-1.2%
COc1cc(Cl)c(C)cc1NC(=O)c1ccc(CN2C(=O)CCn3nc(C)cc32)cc1	-0.2%
COc1ccc(C(=O)CCC(=O)Nc2ccc(F)cc2F)cc1	-1.1%
CC(=O)c1ccc(N2CCN(S(=O)(=O)c3cc(-c4noc(C)n4)ccc3C)CC2)cc1	-1.3%
CC(C)C1C(=O)Nc2ccc(S(=O)(=O)NCc3ccc(Cl)cc3)cc21 (stereo not drawn)	-1.3%
COc1ccc2nc(NC(=O)c3ccc(S(=O)(=O)N4CCCC(C)C4)cc3)sc2c1 (stereo not drawn)	14.0%
COc1ccc(-c2nc3sc(CCNC(=O)C(=O)Nc4cc(C)cc(C)c4)c(C)n3n2)cc1	2.0%
CCC(C(=O)NCc1ccccc1)n1nc(C)c2sc3ccccc3c2c1=O (stereo not drawn)	-4.5%
CCOc1ccc(C2c3[nH]c4ccccc4c3CCN2C(=O)CCC2CCCC2)cc1 (stereo not drawn)	0.1%
COc1ccc(CNC(=O)C2CCN(S(=O)(=O)c3c(C)noc3/C=C/c3ccccc3F)CC2)cc1	0.0%
CCOc1ccc(NC(=O)Cn2c(=O)n(Cc3nc(-c4ccccc4)no3)c(=O)c3ccccc32)cc1	3.3%
Cc1ccc(Cl)cc1N1CCN(C(=O)c2ccc(C)c(-n3c(C)nc4cccnc43)c2)CC1	-0.8%
COc1cccc(CNC(=O)c2ccc3c(c2)c(C)c(C)n3Cc2ccccc2)c1OC	-2.9%
Cc1ccc(C)c(N2CCN(C(=O)c3cccn3-c3nnc(N4CCCCC4)s3)CC2)c1	-3.0%
COC(=O)c1ccc(Cl)cc1NC(=O)NCc1c(-n2cccc2)sc2c1CCCC2	-1.9%
COc1ccc(CNC(=O)CCC2N=C3c4ccccc4N=C(SCC(=O)NCCc4ccc(OC)c(OC)c4)N3C2=O)cc1 (stereo not drawn)	-1.3%
CCOc1cc(-c2nnc(SCC(=O)Nc3ccc(F)c(F)c3)nc2-c2ccc(OC)c(OCC)c2)ccc1OC	15.8µM*
CCOc1ccc(NC(=O)CCCc2nnc3n(C)c(=O)c4sccc4n23)cc1	10.8%
COc1ccccc1NC(=O)c1ccc(-c2nc(COc3ccc(C)cc3)c(C)o2)cc1	1.3%
O=C(Nc1ccc2nc(SCC(=O)N3CCCc4ccccc43)sc2c1)c1ccccc1F	8.1%
O=C(NCc1ccc(Cl)cc1)NCc1noc2ccccc12	4.9%
CCOC(=O)c1cc(-c2ccc(OC)cc2)n(CCC(=O)Nc2ccccc2OC)c1C	-0.4%
Cc1c(C(=O)NCc2ccc(F)cc2)sc2nc(-c3ccccc3)cn12	u
COC(=O)c1ccccc1NC(=O)Cn1c(=O)cc(C)c2c(C)nn(-c3cccc(Cl)c3C)c21	2.9%

A draw from above in order of heavy-atom count, smallest number first.
SMILES	Epigenetic derep
COc1cccc(N2CC(NC(=O)c3cc(Cl)ccc3OC)CC2=O)c1 (stereo not drawn)	-0.7%
Cc1cc(C)cc(C(=O)n2nc(C)c(S(=O)(=O)N3CCCCCC3)c2C)c1	-2.5%
CCOc1ccc(NC(=O)CCCc2nnc3n(C)c(=O)c4sccc4n23)cc1	10.8%

The listing picks up, starting 5 compounds before the break.
SMILES	Epigenetic derep
O=C(Nc1ccc2nc(SCC(=O)N3CCCc4ccccc43)sc2c1)c1ccccc1F	8.1%
O=C(NCc1ccc(Cl)cc1)NCc1noc2ccccc12	4.9%
CCOC(=O)c1cc(-c2ccc(OC)cc2)n(CCC(=O)Nc2ccccc2OC)c1C	-0.4%
Cc1c(C(=O)NCc2ccc(F)cc2)sc2nc(-c3ccccc3)cn12	u
COC(=O)c1ccccc1NC(=O)Cn1c(=O)cc(C)c2c(C)nn(-c3cccc(Cl)c3C)c21	2.9%
Cc1c(Cl)cccc1NC(=O)Nc1c[nH]c(=O)[nH]c1=O	-3.4%
CCOc1ccccc1NC(=O)N1CCc2c(sc(C)c2CC)C1c1ccccc1 (stereo not drawn)	-3.6%
COc1ccc(CNC(=O)c2ccc(N3CCCC3)c(NC(=O)NCc3ccc(F)cc3)c2)cc1	-1.9%
CCC1CN(C(=O)N2CCC(C(=O)NCc3ccc(C)o3)CC2)c2cc(C)ccc2O1 (stereo not drawn)	2.8%
O=C(CCS(=O)(=O)c1ccc(Br)cc1)Nc1ccc(F)cc1F	-1.1%
CCc1nn2c(=O)cc(COC(=O)c3ccccc3NC(=O)COc3ccccc3C)nc2s1	-2.6%
COc1ccc(NC(=O)c2cc(C)nc3c2c(C)nn3-c2ccc(C)cc2)cc1OC	1.3%
Cc1ccc(NC(=O)c2cc(CN3CCOCC3)on2)cc1Cl	0.0%
Cc1ccc(CN2CCN(C3CCN(S(=O)(=O)c4ccc(C)cc4)CC3)C(=O)C2=O)cc1	-3.1%
CCN(c1ccccc1)c1nnc(NC(=O)Nc2cccc(Br)c2)s1	-3.9%
O=C(CCn1c(=O)c2cccn2c2cccnc21)N1CCN(c2cccc(C(F)(F)F)c2)CC1	0.8%
Cc1ccc(NC(=O)CN2C(=O)CCc3cc(S(=O)(=O)N4CCOCC4)ccc32)cc1F	-4.1%
CCN1c2ccccc2-n2cccc2C12CCN(C(=O)Nc1ccccc1C(F)(F)F)CC2	4.1%
CCOc1cccc2cc(-c3cn4c(n3)sc3cc(C)ccc34)c(=O)oc12	-1.3%
Cc1c(C(=O)Nc2ccc(Br)cc2F)oc2ccc(S(=O)(=O)N3CCCCC3)cc12	4.1%
Cc1ccc(Nc2ccc(N3CCN(C(=O)c4ccc([N+](=O)[O-])cc4Cl)CC3)nn2)cc1	2.3%
COc1ccc(NC(=O)CSc2nc3nc(C)c(Cc4ccccc4Cl)c(C)n3n2)cc1OC	2.6%
CCN(CC)S(=O)(=O)c1nnc(NC(=O)c2ccc(C(C)C)cc2)s1	1.4%
CC(=O)Nc1ccc(C(=O)CSc2nnc3cc(C)c4ccccc4n23)cc1	3.2%
CC(C)(C)c1cc(C(C)(C)C)c2oc(=O)c(-c3nc4ccccc4[nH]3)cc2c1	13.8%
CN(C(=O)CSc1nc2ccc(NC(=O)c3ccccc3F)cc2s1)c1ccccc1	-2.7%
COc1ccc(CC(=O)NCC(c2cccs2)S(=O)(=O)c2ccc(C)cc2)cc1 (stereo not drawn)	10.4%
CCOC(=O)c1cc(-c2ccccc2)n(CCCC(=O)Nc2ccc(CC)cc2)c1C	-1.1%
COc1ccc(CCNc2ncnc3onc(-c4ccc(Cl)cc4)c23)c(OC)c1	-0.4%
Cc1cccc(NC(=O)c2c(C)oc3ncn(CC(C)C)c(=O)c23)n1	-1.3%

Not all compounds are listed, so the mix of outcomes need not match the whole.
